Screening results: PubChem BioAssay, several laboratories
GDH-TPI counter: GDH-TPI coupling enzyme inhibitors, primary screen, artefact control for M. tuberculosis FBA inhibitor project, biochemical, absorbance, full deck; GDH-TPI coupled enzyme counterscreen, NADH absorbance; inhibition, % at 4.8 µM; 360,000 compounds, 1.2% hits; in the data active = inhibition above about 30%;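 also: 0% = DMSO wells and 100% = wells lacking the enzyme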
PrPC TRFRET: inhibitors of human cell surface prion protein PrPC, primary screen, cell-based, TR-FRET. 370,000 compounds, 0.43% hits. inhibition, % at 13.8 µM. TR-FRET read-out. Major prion protein (Homo sapiens), P04156. AID 720596, 2013; in the data active = inhibition above about 24%; also: 0% = median of the test wells and 100% = reference compound wells
MazEF act: activators of E. coli MazEF toxin-antitoxin RNase, primary screen, biochemical, fluorescence, uHTS; Endoribonuclease toxin MazF (Escherichia coli (strain K12)), P0AE70; FAM/BHQ RNA-DNA oligo cleavage fluorescence, 5 h; activation, % at 20 µM; 350,000 compounds, 0.32% hits; AID 504720, 2011; in the data active = activation above about 50%
Target sequence (P0AE70 whole entry, looked up): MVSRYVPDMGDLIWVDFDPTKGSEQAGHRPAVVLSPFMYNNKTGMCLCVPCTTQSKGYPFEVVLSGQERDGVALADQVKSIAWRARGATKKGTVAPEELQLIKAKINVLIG
Rv3671c protease: Rv3671c serine protease inhibitors, primary screen, biochemical, fluorescence polarization, M. tuberculosis H37Rv; AID 2606, 2010; inhibition, % at 5.96 µM; P9WHR9; 320,000 compounds, 0.048% hits; in the data active = inhibition above about 38%;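 also: extracellular domain of Rv3671c used as enzyme; 0% = enzyme with DMSO and 100% = no enzyme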
Target sequence (P9WHR9 whole entry, looked up, the tested form may be a part): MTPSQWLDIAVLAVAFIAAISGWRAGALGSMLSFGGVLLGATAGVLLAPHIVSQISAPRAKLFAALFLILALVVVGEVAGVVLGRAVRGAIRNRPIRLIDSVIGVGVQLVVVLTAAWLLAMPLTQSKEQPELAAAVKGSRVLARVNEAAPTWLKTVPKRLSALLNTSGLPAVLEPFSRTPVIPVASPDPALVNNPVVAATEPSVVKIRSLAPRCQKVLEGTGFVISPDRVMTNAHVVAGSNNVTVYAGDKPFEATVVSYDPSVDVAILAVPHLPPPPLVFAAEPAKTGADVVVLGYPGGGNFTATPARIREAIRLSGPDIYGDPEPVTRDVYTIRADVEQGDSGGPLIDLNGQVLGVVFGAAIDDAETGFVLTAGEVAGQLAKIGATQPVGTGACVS
FBA Mtb inh: Mtb FBA enzyme inhibitors, primary screen, biochemical, fluorescence, strain H37Rv; 360,000 compounds, 2.3% hits; AID 588726, 2011; purified M. tuberculosis FBA, fluorescence read-out; inhibition, % at 1 µM; in the data active = inhibition above about 27%;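 also: 0% = vehicle and 100% = reference inhibitor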
FadD28 FP inh: inhibitors of FadD28 bisubstrate probe binding, primary screen, biochemical, fluorescence polarization, single point | inhibition, % at 12.5 µM | AID 588549, 2011 | 360,000 compounds, 0.22% hits | Mycobacterium tuberculosis FadD28 fatty-acid-AMP ligase; in the data active = inhibition above about 8.5%, passing the limit was not always enough; inconclusive = no clear call, values can overlap the other calls
BoNT F protease: BoNT/F light chain protease inhibitors, primary screen, biochemical, flow cytometry, MLPCN library | 360,000 compounds, 0.22% hits | Botulinum neurotoxin type F light chain protease (Clostridium botulinum) | Multiplex microsphere protease cleavage assay | inhibition, % at 10 µM | AID 588497, 2011; in the data active = inhibition above about 35%, passing the limit was not always enough; inconclusive = no clear call, values can overlap the other calls; also: plate controls were buffer without enzyme for full effect and enzyme alone for no effect
BioA inh: M. tuberculosis BioA enzyme inhibitors, primary screen, biochemical, plate reader, single point, HTS; 7,8-diaminopelargonic acid synthase BioA (Mycobacterium tuberculosis); purified M. tuberculosis BioA enzyme; inhibition, % at 9.99 µM; 360,000 compounds, 0.096% hits; AID 602481, 2012; in the data active = inhibition above about 40%; inconclusive = no clear call, values can overlap the other calls
UGM FP inh: M. tuberculosis UGM enzyme inhibitors, primary screen, biochemical, fluorescence polarization, single point. UDP-galactopyranose mutase (Mycobacterium tuberculosis (strain ATCC 25618 / H37Rv)), …. purified UGM, fluorescence polarization probe displacement. inhibition, % at 10 µM. 320,000 compounds, 0.06% hits; in the data active = inhibition above about 10%, passing the limit was not always enough; inconclusive = no clear call, values can overlap the other calls
Target sequence (P9WIQ1 whole entry, looked up): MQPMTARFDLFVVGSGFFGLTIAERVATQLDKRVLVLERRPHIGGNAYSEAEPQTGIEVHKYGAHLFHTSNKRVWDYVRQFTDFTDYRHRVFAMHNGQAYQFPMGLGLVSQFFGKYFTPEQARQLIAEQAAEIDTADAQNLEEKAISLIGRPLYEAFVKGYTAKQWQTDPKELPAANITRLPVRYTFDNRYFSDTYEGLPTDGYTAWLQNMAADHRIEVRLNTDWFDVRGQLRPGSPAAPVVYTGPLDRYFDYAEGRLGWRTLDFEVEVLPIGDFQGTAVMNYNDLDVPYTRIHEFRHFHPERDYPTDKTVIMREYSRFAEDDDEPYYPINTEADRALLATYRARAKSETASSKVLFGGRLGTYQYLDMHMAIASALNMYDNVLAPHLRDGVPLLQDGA
* = called active by the depositor; ? = inconclusive; nt = not tested or not shown; & = joins results of further samples.

SMILES	GDH-TPI counter	PrPC TRFRET	MazEF act	Rv3671c protease	FBA Mtb inh	FadD28 FP inh	BoNT F protease	BioA inh	UGM FP inh
Cn1ncc2c(NNC(=O)c3ccccc3Cl)ncnc21	-3	1	5	8	-1	-3.9	-3	7.8	-2.3
Cc1onc(-c2c(Cl)cccc2Cl)c1C(=O)NCc1ccccn1	-1	0	10	0	4	-2.7	-6	-13	0.6
C/C(=C\C(=O)c1c(O)cc(C)oc1=O)N(C)C	3	-5	11	3	-3	-0.3	-1	nt	-0.5
COc1cc(CC(=O)OCC(=O)N(C)C2CCCCC2)cc(OC)c1OC	-1	3	4	8	-1	-1.1	-8	-0.4	-1.3
Cc1cc(Cl)ccc1NC(=S)NCCc1ccc(S(N)(=O)=O)cc1	4	3	2	3	4	-2.7	-1	0.3	2.0
O=C(CCC1CCCCC1)Nc1nncs1	-7	2	6	-2	2	-1.2	?	1.3	-0.8
Cc1[nH]n(-c2ccccc2)c(=O)c1CCO	1	1	8	4	2	0.6	1	nt	0.9
CN(C(=O)c1ccc(OC2CCN(Cc3ccccn3)CC2)cc1)C1CCCCC1	11	-5	2	-2	5	1.1	-8	-4.6	-0.5
C[C@H](O)Cc1cn(-c2cc3cc(C#Cc4ccsc4)ccc3oc2=O)nn1	8	-1	2	1	0	0.3	4	-1.8	0.7
CC1COc2ccccc2N1C(=O)c1ccc(Cl)nc1 (stereo not given)	4	3	1	-5	6	-1.9	-1	nt	-1.0
O=C(Nc1ccccc1SCC1CSc2nc3ccccc3c(=O)n21)c1cccc(Cl)c1 (stereo not given)	-1	-10	-10	-2	59*	-6.4	-6	0.5	3.5
Cn1nnnc1SCCNC(=O)C1CCC(=O)N(Cc2ccccc2F)C1 (stereo not given)	-2	2	7	-8	-2	-3.0	-1	0.1	-2.9
CCN1CCN(CCCOc2ccc(Cl)cc2Br)CC1	0	6	-15	2	16	-0.7	-7	nt	1.4
Cc1cc2ccccc2c(=O)n1CC(=O)NCC(=O)N1CCCC1	11	-5	5	8	4	-1.8	11	-1.1	4.9
CCCN1C(=O)c2cc(C(=O)Nc3ccccc3C)ccc2C1Nc1ccccc1C (stereo not given)	11	16	3	11	-5	-2.7	1	8.3	-3.1
CCN1C[C@@H]2[C@@H]3C(=O)N(Cc4ccccc4)C(=O)[C@@H]3[C@](Cc3ccccc3)(C1=O)N2C(=O)c1ccc(Br)cc1	-5	-6	-2	nt	-1	-3.4	0	-1.7	nt
O=S(=O)(Nc1ccccc1OC(F)F)c1ccc(S(=O)(=O)N2CCCC2)cc1	6	3	-8	-3	1	-0.5	9	-3.8	1.3
O=C(O)c1cc(S(=O)(=O)O)ccc1O	6	0	2	1	23	-2.3	-2	-1.0	0.2
CC(C)C(=O)Nc1ccc(NC(=O)c2cccc(F)c2)cn1	-3	-1	6	5	-1	-1.3	7	2.6	-0.1
O=C(NC1CCCCC1)N1CCc2ccccc21	1	0	2	5	2	-3.4	7	-1.3	-2.7
O=C(O)c1ccc2c(c1)C(=O)/C(=C\c1ccco1)C2=O	7	1	-9	-1	-6	?	-2	nt	4.5
COc1ccc(NC(=O)N(C)C[C@@H]2Oc3c(NC(=O)Nc4c(C)noc4C)cccc3C(=O)N([C@@H](C)CO)C[C@@H]2C)cc1	4	-1	3	2	2	-0.8	4	-0.8&-2.5	0.9
CC(=O)OCCN1C(=O)c2cccnc2C1=O	0	-1	13	-4	3	-3.4	-3	0.3	-1.2
CCN(C(=O)COC(=O)c1c(NC(C)=O)sc(C)c1C)C1CCS(=O)(=O)C1 (stereo not given)	-2	-1	0	-1	0	-4.4	-3	nt	2.4
CCN(CC)CC(O)COc1ccccc1C(=O)CCc1ccccc1 (stereo not given)	4	-8	6	3	3	-0.7	2	0.6	-3.0

Compounds from the list above with bromine (two):
SMILES	GDH-TPI counter	PrPC TRFRET	MazEF act	Rv3671c protease	FBA Mtb inh	FadD28 FP inh	BoNT F protease	BioA inh	UGM FP inh
CCN1CCN(CCCOc2ccc(Cl)cc2Br)CC1	0	6	-15	2	16	-0.7	-7	nt	1.4
CCN1C[C@@H]2[C@@H]3C(=O)N(Cc4ccccc4)C(=O)[C@@H]3[C@](Cc3ccccc3)(C1=O)N2C(=O)c1ccc(Br)cc1	-5	-6	-2	nt	-1	-3.4	0	-1.7	nt

Additional entries follow.
SMILES	GDH-TPI counter	PrPC TRFRET	MazEF act	Rv3671c protease	FBA Mtb inh	FadD28 FP inh	BoNT F protease	BioA inh	UGM FP inh
COC(=O)Nc1c(-c2ccccc2)nc2ccc(Cl)cn12	6	1	-17	4	3	0.1	-25	-2.7	-1.9
CCN(CC)CCNc1ccc(CO)c2sc3ccccc3c(=O)c12	-8	-20	-12	4	-8	-3.2	6	0.1	-2.7
Cc1ccc(-n2c(C)cc(/C=N\NC(=O)CC(=O)NC(C)C)c2C)cc1	9	1	7	-11	4	-2.8	-13	nt	0.2
COc1cccc(N2CCN(S(=O)(=O)c3ccc4nc(-c5ccccc5)[nH]c4c3)CC2)c1	10	2	9	-2	-2	-2.4	-6	0.0	0.8
CC(C)(C)C(=O)Nc1nc2c(s1)COc1ccccc1-2	-4	2	-2	-31	-2	-1.9	-11	0.1	0.0
CC(C)n1c(N2CCN(S(=O)(=O)c3cccc([N+](=O)[O-])c3)CC2)nc2ccccc21	7	-2	-1	-1	0	-0.7	?	-0.1	-0.3
c1ccc(CCNc2nnnn2-c2ccccc2)cc1	12	0	7	0	-1	-1.3	-14	3.3	-6.7
CS(=O)(=O)c1ccc(Sc2nc3ccccc3[nH]2)c([N+](=O)[O-])c1	17	-21	14	-1	0	0.1	-15	1.4	0.5
O=C(CSc1nc2ccc(Cl)cc2[nH]1)NCCc1ccccc1	8	5	2	-5	-2	-7.2	-4	nt	4.8
Nc1cc(C(=O)OCC(=O)NCCNC(=O)COC(=O)c2ccc(Cl)c(N)c2)ccc1Cl	-3	-3	9	-3	1	-4.4	8	-1.0	-3.1
C=CCNC(=O)c1cc(-c2ccncc2)nc2c(C)cc(C)cc12	9	-11	-3	-1	60*	-0.4	0	-1.3	0.9
COc1ccccc1NS(=O)(=O)c1cccc(NC(=O)Cc2cccs2)c1	11	21	0	-4	0	-0.8	-12	8.8	-1.6
CCN(CC(=O)Nc1ccccc1C(F)(F)F)CC(=O)NC1CC1	-1	-5	-1	6	2	-1.3	18	-0.6	1.9
O=C(c1cnn(C(=O)CN2CCCC2=O)c1)c1ccccc1O	-1	2	2	1	-1	-4.1	12	0.2	-0.6
O=C(Nc1ccc(F)cc1F)N1CCCCCC1	-6	-3	1	1	3	1.4	-1	-0.9	-4.2
Cc1cc(OCC(=O)Nc2ccccc2C)no1	-1	0	-1	-1	-2	-1.8	-4	0.0	-0.3
CCOc1cccc2cc(C(=O)N3CCOCC3)c(=O)oc12	2	-4	7	4	0	-1.0	-11	-0.6	2.2
Cc1ccc2c(C(=O)CNc3nncs3)c(C)[nH]c2c1	13	3	-8	1	4	-2.1	4	nt	4.6
CCc1ccc(NC(=O)COC(=O)CC2CCCC2)cc1	7	3	6	-1	-2	2.2	1	nt	2.0
Cc1onc(-c2c(Cl)cccc2Cl)c1C(=O)NC(C)(C)CO	12	1	-10	1	0	-3.3	-8	1.0	1.2
Cc1ccc(C(=O)Nc2ccc3c(c2)C(=O)N(C)C3=O)c(C)c1	15	-3	-14	2	7	0.2	0	-1.8	2.2
CCOC(=O)C1CCN(C(=O)c2cc3cc(C)ccc3[nH]2)CC1	-4	-4	7	-2	5	0.8	2	1.2	-1.5
CCOc1ccc(OCC)c(NC(=O)C2CCCN(C(=O)c3ccc(Cl)cc3)C2)c1 (stereo not given)	5	-4	1	8	0	-0.3	-6	8.1	-1.4
CCOc1ccccc1N1CCN(C(=O)CCNS(=O)(=O)c2ccccc2F)CC1	0	-1	-3	8	-2	-0.4	-5	0.3	-0.3
Cc1ccc(S(=O)(=O)c2nc(NC3CCS(=O)(=O)C3)sc2Cl)cc1 (stereo not given)	-1	7	-1	7	3	0.2	10	7.3	nt

Copied from the list.
In FadD28 FP inh, `O=C(c1cnn(C(=O)CN2CCCC2=O)c1)c1ccccc1O` reads -4.1
In UGM FP inh, `Cc1ccc2c(C(=O)CNc3nncs3)c(C)[nH]c2c1` reads 4.6

The results go on.
SMILES	GDH-TPI counter	PrPC TRFRET	MazEF act	Rv3671c protease	FBA Mtb inh	FadD28 FP inh	BoNT F protease	BioA inh	UGM FP inh
O=C1CNC(=S)N1c1nc2ccccc2s1	-4	5	-5	8	-1	-0.3	?	-0.8	0.8
Cc1cc(C)n2cc(CSCc3ccco3)nc2n1	11	-6	0	9	8	-1.3	-5	10	-1.3
CC(O)CN(CC(C)O)c1ccc2c(c1)Cc1cc([N+](=O)[O-])ccc1-2 (stereo not given)	7	-42	17	nt	-19	1.1	8	-2.1	nt
CN(C)/C=C(\c1cnc(Cl)s1)S(=O)(=O)c1ccccc1	2	-9	6	6	0	0.3	-5	nt	0.8
CC(C)[C@H](CN1CCC[C@H]1CN1C(N)=NC[C@H]1C(C)C)N1C[C@@H](Cc2ccccc2)N(CCCC2CCCC2)C1=N	1	nt	17	3	1	-1.8	-32	-2.8	-0.3
OCC(O)C(O)C(O)C(O)C1NCCS1 (stereo not given)	2	-5	-3	6	1	-3.9	-10	-1.5	1.6
Cc1ccccc1NCc1ccc(O)c2ncccc12	5	-8	1	-2	-1	-2.4	-20	-0.9	0.1
Cn1c(Cn2c(=O)sc3ccccc32)nnc1SCC(=O)N1CCN(c2ccccc2)CC1	0	11	11	-2	0	-2.4	-4	-0.5	1.0
CS(=O)(=O)c1ccc(C(=O)OCC(=O)Nc2cccnc2Cl)cc1[N+](=O)[O-]	4	nt	2	-7	4	0.0	3	1.4	0.2
CC(C)CNC(=S)N(CCO)Cc1cc2cc3c(cc2[nH]c1=O)OCO3	5	-7	20	0	18	-1.5	?	1.5	-1.5
CN1CCN(NC(=S)NC2CCCCC2)CC1	1	-2	-3	-3	5	1.3	-4	nt	2.0

Record cards (already shown):
Shown for CC(C)[C@H](CN1CCC[C@H]1CN1C(N)=NC[C@H]1C(C)C)N1C[C@@H](Cc2ccccc2)N(CCCC2CCCC2)C1=N = GDH-TPI counter = 1; PrPC TRFRET = nt; MazEF act = 17; Rv3671c protease = 3; FBA Mtb inh = 1; FadD28 FP inh = -1.8; BoNT F protease = -32; BioA inh = -2.8; UGM FP inh = -0.3
Shown for CS(=O)(=O)c1ccc(C(=O)OCC(=O)Nc2cccnc2Cl)cc1[N+](=O)[O-] = GDH-TPI counter = 4; PrPC TRFRET = nt; MazEF act = 2; Rv3671c protease = -7; FBA Mtb inh = 4; FadD28 FP inh = 0.0; BoNT F protease = 3; BioA inh = 1.4; UGM FP inh = 0.2
